# From PubChem BioAssay
# D1 ag – Allosteric Agonists of the Human D1 Dopamine Receptor: qHTS | HEK293 T-REx D1 cells, calcium flux, agonist mode | activation, % at 2 µM | 1% of 360,000 active | AID 504660, 2011; in the data active means activation above about 30%; further: 0% is about no effect
# Target sequence (P21728 whole entry, looked up): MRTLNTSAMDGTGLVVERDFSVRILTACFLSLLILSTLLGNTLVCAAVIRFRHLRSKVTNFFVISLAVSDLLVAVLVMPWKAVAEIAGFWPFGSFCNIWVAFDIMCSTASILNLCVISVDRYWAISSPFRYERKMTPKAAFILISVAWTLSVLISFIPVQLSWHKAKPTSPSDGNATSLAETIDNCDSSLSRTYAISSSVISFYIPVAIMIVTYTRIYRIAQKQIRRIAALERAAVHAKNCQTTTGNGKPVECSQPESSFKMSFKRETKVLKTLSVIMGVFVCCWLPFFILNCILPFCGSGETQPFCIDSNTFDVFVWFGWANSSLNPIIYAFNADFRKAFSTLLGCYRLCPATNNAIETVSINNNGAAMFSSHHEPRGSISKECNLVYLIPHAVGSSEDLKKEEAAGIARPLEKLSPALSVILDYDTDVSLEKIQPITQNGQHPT
#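 Tetracycline-induced HEK293 TREx D1 cells, force-coupled to calcium signalling, were dye-loaded with a no-wash calcium kit. Compound was pin-added after a 10 s baseline. Fluorescence was read kinetically at 1 cycle/s for 180 s, with calcium rises flagged as agonism.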
# RXFP1 antagonist – qHTS Assay for Antagonists of the Relaxin Receptor RXFP1. HEK293-RXFP1, relaxin-stimulated cAMP HTRF, 30 min; active compounds read low. activity change, negative = inhibition, % at 57.5 µM. 0.59% of 350,000 active. AID 1259400, 2018;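 active means activity change of -60% or lower, but not beyond a set lower limit; inconclusive means change between -60% and -40%, or beyond the set limit; inactive means change above -40%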; further: on the % scale 0 is the no-effect control and ±100 the full control effect
# D1 PAM – Potentiators of Human D1 Dopamine Receptor: qHTS. D(1A) dopamine receptor (Homo sapiens), P21728. HEK293 TREx D1 cells, calcium flux, dopamine EC20 potentiation. potentiation, % at 10 µM. 0.036% of 360,000 active; in the data active means potentiation above about 30%; further: 0% is about no effect
# RXFP1 agonist – qHTS Assay for Agonists of the Relaxin Receptor RXFP1; AID 2676, 2010; 0.3% of 370,000 active; Potency, µM (top dose mostly 57.5 µM), inactives show at the top dose activation, hits mostly activators; HEK293T-RXFP1 cAMP TR-FRET, 30 min; response scale: percent of porcine relaxin response, buffer zero; Relaxin receptor 1 (Homo sapiens), Q9HBX9; further: potency means the concentration at half of the fitted maximal effect; on the % scale 0 is the no-effect control and ±100 the full control effect; nearly all actives have a fitted effect of over 60% in size; many of its hits are not listed in these tables
#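 cAMP rise read by TR-FRET after 30 min, 37C compound exposure (up to 58 uM) in RXFP1-transfected HEK293 cells with Ro 20174 present. EC50 from Hill-equation fits, with 29 nM porcine relaxin as 100% and buffer as basal.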
# Glioma ERSR ind – qHTS for Inducers of the Endoplasmic Reticulum Stress Response (ERSR) in Human Glioma: qHTS; AID 602332, 2012; 0.02% of 420,000 active; U87-MG GRP78 promoter luciferase reporter, 16 h; Potency, µM, for inactives: at the highest dose activation, usual class: activators; further: potency means the concentration at half of the fitted maximal effect; series mostly up to about 76 µM; % of control where 0% means no effect; nearly all actives have a fitted effect of over 35% in size
#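 Stably transfected U87-MG human glioma cells carrying a GRP78-based luminescent sensor were seeded at 1000 cells/well, pin-dosed with compounds and incubated 16 h. Luciferase reagent was then added, and end-point luminescence was read after 10 min at room temperature.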
# Vif-APOBEC3G blk – qHTS for Inhibitors of Vif-A3G Interactions: qHTS; 0.076% of 410,000 active; Potency, µM (top dose mostly 46.1 µM), for inactives: at the highest dose activity, negative = active, hits mostly inhibitors; HeLa A3G-eYFP + Vif (tagged APOBEC3G with the HIV-1 protein that degrades it), YFP fluorescence, overnight;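 further: potency means the concentration at half of the fitted maximal effect; on the % scale 0 is the no-effect control and ±100 the full control effect; nearly all actives have a fitted effect of over 60% in size; hits raise eYFP signal because A3G escapes Vif-driven loss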
#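 Read-out is eYFP fluorescence (Ex 488/Em 500-530) from Vif-expressing HeLa A3G-eYFP cells; more signal means A3G escaped Vif-mediated degradation. Cells plated overnight, compound pinned in, incubated overnight at 37 deg C.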
# D2 potentiator – HTS Assay for Positive Allosteric Modulators of the Human D2 Dopamine Receptor: Primary Screen for Potentiators. D(2) dopamine receptor (Homo sapiens), P14416. HEK293 T-REx D2, calcium flux, EC20 dopamine potentiation. potentiation, % at 10 µM. 0.34% of 340,000 active;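 active means potentiation over 3 SD above the plate norm, cut at about 30% in these data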; further: 0% is about no effect
# Target sequence (P14416 whole entry, looked up): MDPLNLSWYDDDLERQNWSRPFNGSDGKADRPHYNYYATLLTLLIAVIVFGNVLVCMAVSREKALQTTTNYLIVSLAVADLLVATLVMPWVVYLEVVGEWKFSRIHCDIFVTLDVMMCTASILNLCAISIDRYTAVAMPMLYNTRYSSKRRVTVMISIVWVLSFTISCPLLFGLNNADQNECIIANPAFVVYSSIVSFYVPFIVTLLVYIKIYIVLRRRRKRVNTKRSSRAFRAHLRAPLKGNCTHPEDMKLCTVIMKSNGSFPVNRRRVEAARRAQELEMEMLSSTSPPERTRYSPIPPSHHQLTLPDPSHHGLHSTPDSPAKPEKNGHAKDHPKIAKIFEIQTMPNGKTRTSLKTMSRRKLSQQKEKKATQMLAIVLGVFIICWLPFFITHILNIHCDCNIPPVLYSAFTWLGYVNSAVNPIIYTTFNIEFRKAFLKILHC
#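 Potentiation of an EC20 dopamine calcium response measured kinetically over 180 s, after a preceding 180 s compound-only read flagging agonists. Cells: inducible Hek293 Trex D2 line, 4000/well, cultured overnight at 30 C before dye loading.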
# Vif-APOBEC3F blk – qHTS for Inhibitors of Vif-A3F Interactions: qHTS; Potency, µM (highest dose often 46.1 µM), inactives show at the highest dose activity, negative = active; 0.2% of 390,000 active; HeLa A3F-eYFP + Vif (tagged APOBEC3F with the HIV-1 protein that degrades it), YFP fluorescence increase; AID 602313, 2012; further: potency means the concentration at half of the fitted maximal effect; % of control where 0% means no effect; nearly all actives have a fitted effect of over 65% in size
#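 HeLa cells stably expressing A3F-eYFP plus Vif, plated and incubated overnight at 37 deg C, then exposed to compounds overnight at 37 deg C. Blocked degradation read as raised yellow fluorescence (Ex 488/Em 500-530).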
# D1 antagonist – Antagonist of Human D 1 Dopamine Receptor: qHTS; D(1A) dopamine receptor (Homo sapiens), P21728; 3.2% of 360,000 active; HEK293 TREx D1 cells, calcium flux, dopamine EC80; active compounds read low; activity change, negative = inhibition, % at 10 µM; in the data active means activity change below about -30%; further: on the % scale 0 is the no-effect control and ±100 the full control effect
#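 Using tetracycline-induced force-coupled D1 Hek293 cells and a calcium dye, signals were followed for 180 s after compound, then for 180 s after EC80 dopamine, to detect inhibitors.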
# The depositor's hits bear a star; u = inconclusive; x = no result given; & = joins results of further samples. Unless noted, the call rests on the fitted dose curve; in most records, active means well fitted curve in the direction sought with a large enough effect; inconclusive means small, poorly fitted or top-dose-only effect, or another doubt; inactive means no such curve, though single readings can be large; an effect the other way counts as inactive or inconclusive.
SMILES	D1 ag	RXFP1 antagonist	D1 PAM	RXFP1 agonist	Glioma ERSR ind	Vif-APOBEC3G blk	D2 potentiator	Vif-APOBEC3F blk	D1 antagonist
CCOc1ccccc1N(CC(=O)Nc1cc(OC)ccc1OC)S(C)(=O)=O	0	-14	-7	0.7%	-3%	-7%	8	-17%	-2
Cc1ccc2c(c1)N(CC(=O)NCC(C)c1ccccc1)C(=O)c1cccnc1O2 (centres undefined)	2	-14	-7	0.7%	-4%	-6%	-13	-2%	8
COc1ccc(-c2cc(C(=O)N3CCN(c4ccccc4)CC3)no2)cc1OC	-2	-9	5	0.5%	2%	0%	7	1%	3
CCCn1c(CN2CCN(c3cccc(Cl)c3)CC2)nc2c1c(=O)n(C)c(=O)n2C	4	11	-2	-0.4%	-4%	2%	11	-20%	0
CCOc1cc(C2NC(=O)CCC2[N+](=O)[O-])cc(Br)c1OC (centres undefined)	1	3	-3	4.7%	-6%	0%	14	-10%	-21
O=C(N/C(=C\c1ccc(Br)cc1)C(=O)N1CCOCC1)c1ccc(Br)o1	2	16	-11	2.8%	-1%	1%	x	-3%	-1
CCCc1cc(=O)n2nc(N3CCC(C(=O)Nc4c(F)c(F)c(F)c(F)c4F)CC3)sc2n1	0	-13	1	2.9%	0%	1%	-1	1%	4
COc1ccccc1NC(=O)c1cc2cc(Br)ccc2cc1O	19	-33	-7	12%	-2%	0%	-13	-6%	-25
COc1ccccc1Nc1nc2ccc(C)cc2cc1C#N	1	-9	4	2.9%	-2%	0%	-9	5%	21
CCn1ccnc1CN(C)C(=O)c1cc(COc2ccc(OC)c3ccccc23)on1	8	-1	-2	-4.6%	3%	0%	12	-7%	-2
Cc1oc2ncn(C)c(=O)c2c1C(=O)NCCCN(Cc1ccccc1)C(C)C	2	x	-1	3.5%	-1%	1%	3	-9%	0
S=C(NCC1CCCO1)Nc1cccc2ccccc12 (centres undefined)	5	0	-2	0.2%	0%	-5%	4	0%	14
COc1ccc(-c2n[nH]c(C)c2-c2cscn2)c(O)c1	5	2	-1	3.5%	-3%	-1%	-1	-1%	-22
COc1ccc2c(c1OC)C(=O)N(c1ccc(O)cc1)C2=O	2	2	1	1.5%	0%	-1%	-6	-42%	4
CC1(C)CC(=O)C=C(NCCN2CCN(C(=O)Nc3ccccc3)CC2)C1	4	0	6	1.2%	-3%	-1%	-14	-9%	-3
CN(Cc1c(F)cccc1Cl)S(=O)(=O)c1cccs1	2	2	-6	-0.3%	-4%	-10%	-4	4%	-11
Cc1ccc2c(c1)c1c(c(=O)n(-c3cccc(Cl)c3)c(=O)n1CC(=O)Nc1c(C)cccc1C)n2C	-1	x	2	1.1%	-2%	-1%	-7	3%	6
O=C(CSc1nnc(CN2CCCCCC2=O)n1-c1ccccn1)NCC(F)(F)F	0	9	-8	-0.6%	-4%	1%	-2	3%	3
O=S(=O)(c1cnccc1N1CCN(/N=C/c2ccc(Cl)cc2)CC1)N1CCCCC1	0	-3	-9	1.1%	-3%	2%	0	1%	6
Cc1ccc(-c2c(C(=O)O)c3ccccc3[nH]c2=O)cc1	1	0	12	0.0%	-1%	0%	-27	5%	0
Cc1ccc2c(c1)C(c1ccccc1)C(=O)O2 (centres undefined)	2	-11	-1	0.0%	-1%	1%	7	17%	10
Cc1ncc(CCl)c2c1OC(C)(C)OC2	4	2	-2	-5.3%	5%	1%	2	-5%	20
CCCCn1c(CCNC(=O)CCC)nc2ccccc21	1	-6	-1	-1.1%	-3%	-7%	12	0%	-1
Cc1ccc(C(=O)Nc2ccc(C)c(S(=O)(=O)N3CCOCC3)c2)c(C)c1	6	-5	-12	1.9%	-5%	2%	-6	-3%	-42*
CC1(C)Cc2ccccc2C(NNC(=O)c2cccnc2)=N1	-1	-19	6	0.2%	-5%	1%	x	-6%	-14
O=C1N/C(=N\N=C\c2cccs2)SC1Cc1ccc(Cl)cc1Cl (centres undefined)	2	x	-7	1.1%	-3%	u	-3	-4%	19
CC(C)(C)c1ccc(CNC(=O)c2ccc3c(c2)NC(=O)CO3)cc1	7	u	0	-0.4%	-2%	4%	17	0%	-24
CCc1ccc(NS(=O)(=O)c2ccc3[nH]cc(C(=O)NCC4CCCO4)c(=O)c3c2)cc1 (centres undefined)	-1	6	4	4.3%	-1%	-4%	-5	-5%	-21
CS(=O)(=O)N1CCc2cc(C(=O)N3CCN(c4cccc(Cl)c4)CC3)ccc21	3&-1	-33&-3	-1&-2	-0.1%&0.0%	-2%&0%	-2%&-1%	-1&-5	-1%&4%	-4&-12
CCOC(=O)c1c(C2CC2)csc1NC(=O)COC(=O)c1cnc(Cl)c(Cl)c1	4	-4	-9	1.2%	-6%	0%	-4	-8%	3

# (continued)
# Under each structure – D1 ag, RXFP1 antagonist, D1 PAM, RXFP1 agonist, Glioma ERSR ind, Vif-APOBEC3G blk, D2 potentiator, Vif-APOBEC3F blk, D1 antagonist
> O=C(Nc1ccc2nn(-c3ccccc3)nc2c1)c1ccco1
  6, -3, -2, 0.4%, -2%, -1%, 3, x, 2
> COc1ccc(-c2nn(-c3ccccc3)cc2C2NC(=O)NC(C)=C2C(=O)OC(C)C)cc1OC (centres undefined)
  1, x, 0, 3.4%, -2%, -2%, 14, -1%, 8
> CN(C)c1ccc(NC(=O)c2ccc(COc3cccc(Cl)c3)o2)cc1
  2, -10, -1, -0.9%, 1%, -3%, 3, -7%, -2
> CCCC(=O)NC(c1ccc(Cl)cc1)c1ccc2cccnc2c1O (centres undefined)
  4, -20, -2, 0.1%, -8%, -17%, 2, -2%, 2
> CCCn1c(C(O)c2ccc(OC)c(OC)c2)nc2ccccc21 (centres undefined)
  6, 2, -9, 1.4%, -4%, 2%, -11, -1%, 14
> C=CCC1(Cl)C(=O)C(Cl)=C(N2CCN(C)CC2)C1(OC)OC (centres undefined)
  1, 1, -2, -1.8%, -2%, 0%, -9, -1%, 3
> CSCCC(NC(=O)c1ccccc1Cl)C(=O)N1CC(C)OC(C)C1 (centres undefined)
  3, 6, x, 0.4%, -5%, 2%, -1, 6%, -9
> CCc1ccc(C(C(=O)NCc2ccc(OC)cc2)N(CCOC)C(=O)Cc2cccs2)cc1 (centres undefined)
  6, 0, -4, 0.2%, -2%, 0%, 0, -2%, -3
> CCN(CC)C(=O)CN1C(=O)/C(=C/c2ccccc2)SC1=S
  1, -8, 0, 13%, -2%, 0%, 2, -12%, 1
> O=c1[nH]c(NC2CCN(S(=O)(=O)c3ccccc3C(F)(F)F)CC2)nc2c1CCCC2
  2, u, 1, 0.8%, 7%, 0%, 6, -4%, 24

# Profiles as entered above. Order of screens: D1 ag | RXFP1 antagonist | D1 PAM | RXFP1 agonist | Glioma ERSR ind | Vif-APOBEC3G blk | D2 potentiator | Vif-APOBEC3F blk | D1 antagonist
# Results for O=S(=O)(c1cnccc1N1CCN(/N=C/c2ccc(Cl)cc2)CC1)N1CCCCC1 → 0 | -3 | -9 | 1.1% | -3% | 2% | 0 | 1% | 6
# Results for COc1ccccc1Nc1nc2ccc(C)cc2cc1C#N → 1 | -9 | 4 | 2.9% | -2% | 0% | -9 | 5% | 21

# Continuation:
# Under each structure – D1 ag, RXFP1 antagonist, D1 PAM, RXFP1 agonist, Glioma ERSR ind, Vif-APOBEC3G blk, D2 potentiator, Vif-APOBEC3F blk, D1 antagonist
> CCOC(=O)CSc1nc(-c2ccccc2)nc2ccc(F)cc12
  3, -4, 2, 25%, -3%, 0%, 0, -8%, 14
> O=C(CNS(=O)(=O)c1ccccc1)OCC(=O)c1ccc(Br)cc1
  6, -17, -3, 0.0%, -4%, 4%, -6, 0%, -9
> CCC(C)NC(=O)CN(c1ccc(OC)cc1)S(=O)(=O)c1ccccc1 (centres undefined)
  1, -5, -2, 2.4%, -5%, -6%, -9, -1%, 7
> COc1ccc(C2C(C#N)=C(N)OC3=C2C(=O)CCC3)cc1Cn1cc([N+](=O)[O-])cn1 (centres undefined)
  -1, 3, -1, 0.8%, -2%, -6%, 4, 1%, -12
> COc1ccc(NC(=O)N2CCCCC2)cc1
  3, -7, 1, 6.6%, -3%, -1%, 1, 2%, -13
> COc1ccc(N(CC(=O)N/N=C/c2cc(Br)c(C)o2)S(=O)(=O)c2ccc(NC(C)=O)cc2)cc1
  3, -6, -4, 1.6%, -2%, 2%, -9, -10%, 0
> COCCN(C(=O)CCC(=O)Nc1nccs1)C(C(=O)NC(C)(C)C)c1ccc(Cl)cc1 (centres undefined)
  3, -5, 0, -0.6%, -2%, -3%, -2, u, -5
> CCn1c(SCc2ccc(C)cc2)nnc1C1CCN(S(=O)(=O)c2ccc(OC)cc2)CC1
  8, -5, -3, 0.9%, -5%, 1%, 1, 2%, -9

# Retrieved one by one from the entries so far, 4 records:
# Under each structure – D1 ag, RXFP1 antagonist, D1 PAM, RXFP1 agonist, Glioma ERSR ind, Vif-APOBEC3G blk, D2 potentiator, Vif-APOBEC3F blk, D1 antagonist
> COc1ccc(N(CC(=O)N/N=C/c2cc(Br)c(C)o2)S(=O)(=O)c2ccc(NC(C)=O)cc2)cc1
  3, -6, -4, 1.6%, -2%, 2%, -9, -10%, 0
> COc1ccc(NC(=O)N2CCCCC2)cc1
  3, -7, 1, 6.6%, -3%, -1%, 1, 2%, -13
> CCn1c(SCc2ccc(C)cc2)nnc1C1CCN(S(=O)(=O)c2ccc(OC)cc2)CC1
  8, -5, -3, 0.9%, -5%, 1%, 1, 2%, -9
> COCCN(C(=O)CCC(=O)Nc1nccs1)C(C(=O)NC(C)(C)C)c1ccc(Cl)cc1 (centres undefined)
  3, -5, 0, -0.6%, -2%, -3%, -2, u, -5

# This is a subset (hit frequency here may not be typical).
